Compound activity as filed in PubChem.
Tau fluor counter: counter-screen for tau fibril formation inhibitors | tau K18 P301L Alexa594 fluorescence, heparin fibrillization | Potency, µM (highest dose often 57.7 µM), inactives show top-dose activity change, negative = decrease | 280,000 compounds, 0.93% hits | AID 1463; note: nearly all actives have a fitted effect of over 55% in size
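Human tau K18 P301L (15 uM unlabeled, 0.24 uM Alexa 594-labeled) in 100 mM sodium acetate pH 7 with 20 uM heparin, 6 hr at 37 C. ThT 30 uM added, 1 hr ambient; Alexa 594 FP and total fluorescence read at 555/632 nm.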
TexasRed fluor: Texas Red fluorescence interference in TRb-SRC2 counter-screen | AID 1479 | Potency, µM (highest dose often 106 µM), for inactives: top-dose fluorescence change, negative = quenching | TRb/SRC2 Texas Red total fluorescence interference | 280,000 compounds, 0.29% hits; active = well fitted curve in either direction with a large enough effect; inconclusive = small, poorly fitted or top-dose-only effect
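Flags fluorescent or light-absorbing compounds by total fluorescence, S + 2P, at 555 nm excitation and 632 nm emission. Mixture: 20 nM Texas Red SRC2 peptide, 0.6 uM human TRb LBD, 1 uM T3, 5% DMSO; compound exposure 5 h at ambient temperature.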
ALDH1A1 block: inhibitors of human aldehyde dehydrogenase 1A1; Purified ALDH1A1, NADH fluorescence, propionaldehyde substrate; P00352; 220,000 compounds, 7.3% hits; Potency, µM (top dose mostly 75.3 µM), for the others: at the highest dose activity, negative = inhibition, usual class: inhibitors; active = well fitted inhibition curve with a large enough effect, not every such curve was filed as active; inconclusive = small, poorly fitted or top-dose-only effect, or another doubt; inactive = no such curve, though single readings can be large or run the other way;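 note: plate controls were no enzyme wells and a reference inhibitor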
Target sequence (P00352 whole entry, looked up): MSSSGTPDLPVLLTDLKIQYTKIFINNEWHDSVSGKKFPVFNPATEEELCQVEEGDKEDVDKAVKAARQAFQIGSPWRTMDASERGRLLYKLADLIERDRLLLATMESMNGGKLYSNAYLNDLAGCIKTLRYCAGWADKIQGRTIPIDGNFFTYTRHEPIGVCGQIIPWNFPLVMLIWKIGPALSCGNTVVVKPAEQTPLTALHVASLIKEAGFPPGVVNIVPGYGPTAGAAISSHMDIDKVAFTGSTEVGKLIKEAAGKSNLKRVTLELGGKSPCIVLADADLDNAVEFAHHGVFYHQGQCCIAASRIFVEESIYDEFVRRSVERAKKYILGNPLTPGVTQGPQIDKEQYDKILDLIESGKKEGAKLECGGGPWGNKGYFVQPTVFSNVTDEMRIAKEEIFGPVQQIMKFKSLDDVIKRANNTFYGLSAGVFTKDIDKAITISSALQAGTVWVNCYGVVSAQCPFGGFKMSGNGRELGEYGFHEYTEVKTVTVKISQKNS
L3MBTL1 inh: inhibitors of human L3MBTL1; Q9Y468; AlphaScreen L3MBTL1–H3K9me1 peptide binding; Potency, µM (doses to about 57.1 µM), for the others: at the highest dose activity, negative = inhibition, actives largely listed as inhibitors; 230,000 compounds, 0.66% hits; AID 485360; note: nearly all actives have a fitted effect of over 60% in size
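L3MBTL1 (50 nM) pre-complexed 30 min with biotinylated H3(1-15)K9me1 peptide (75 nM), then compounds added for 30 min at room temperature; AlphaScreen streptavidin donor/nickel chelate acceptor beads (10 ug/mL final) read after 30 min dark incubation.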
Tau FP inhib: blocks human tau fibril formation measured by polarization; 280,000 compounds, 0.39% hits; P10636; K18 P301L tau heparin fibrillization, Alexa594 FP, 6 h; Potency, µM (series often up to 57.7 µM), inactives show at the top dose activity, negative = inhibition, most hits filed as inhibitors; note: nearly all actives have a fitted effect of over 55% in size
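Human K18 P301L fragment (15 uM unlabeled plus 0.24 uM Alexa 594-labeled) in 100 mM sodium acetate pH 7 with compound, aggregation induced by 20 uM heparin for 6 hr at 37 C. ThT (30 uM) added for 1 hr, then Alexa 594 FP read.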
Tau fibril ThT: inhibitors of human tau fibril formation, thioflavin T binding. 270,000 compounds, 2.1% hits. recombinant tau K18 P301L (four-repeat tau fragment), heparin-induced fibrillization, ThT fluorescence. Potency, µM (highest dose often 57.4 µM), without a hit: at the highest dose activity, negative = inhibition, usual class: inhibitors; note: nearly all actives have a fitted effect of over 55% in size
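K18 P301L tau (15 uM + 0.24 uM Alexa 594-tagged), heparin 20 uM, NaOAc pH 7, 6 h 37 C; ThT 30 uM, 1 h RT, ex 450/em 510 nm.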
TRb SRC2 PPI: disrupts binding of human TR beta to SRC2. Potency, µM (doses to about 106 µM), for the others: top-dose activity change, negative = inhibition, hits mostly inhibitors. 280,000 compounds, 0.065% hits. TRbeta-SRC2 peptide binding, fluorescence polarization; receptor liganded with 1 µM T3. P10828;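 note: plate controls were bound peptide for no effect and peptide without receptor for full effect; nearly all actives have a fitted effect of over 50% in size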
Target sequence (P10828 whole entry, looked up): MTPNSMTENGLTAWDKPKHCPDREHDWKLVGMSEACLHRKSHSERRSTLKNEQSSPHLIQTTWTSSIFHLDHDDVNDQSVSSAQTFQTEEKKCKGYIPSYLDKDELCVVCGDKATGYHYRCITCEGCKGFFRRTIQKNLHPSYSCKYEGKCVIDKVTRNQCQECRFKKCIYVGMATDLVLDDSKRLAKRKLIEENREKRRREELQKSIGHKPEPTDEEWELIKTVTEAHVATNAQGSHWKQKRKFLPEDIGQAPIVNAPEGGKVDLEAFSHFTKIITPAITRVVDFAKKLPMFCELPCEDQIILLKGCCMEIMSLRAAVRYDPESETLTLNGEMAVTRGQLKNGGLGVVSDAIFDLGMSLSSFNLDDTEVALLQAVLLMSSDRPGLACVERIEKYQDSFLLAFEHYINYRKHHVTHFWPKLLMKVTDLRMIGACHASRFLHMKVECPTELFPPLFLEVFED
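Fluorescence polarization of 20 nM Texas Red SRC2 peptide (20-aa NR interaction domain) bound to 0.6 uM human TRb ligand-binding domain, with 1 uM T3, after 5 hr at ambient temperature; inhibition seen as decreased polarization.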
GLA spleen mod: inhibitors or activators of human alpha-galactosidase in spleen homogenate | Potency, µM (series often up to 80 µM), for inactives: at the highest dose activity change, negative = inhibition, actives largely listed as inhibitors | 240,000 compounds, 0.008% hits | human spleen homogenate, 4MU-alpha-Gal fluorescence, 40 min | P06280;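 note: 0% = enzyme with vehicle and -100% = no enzyme basal signal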
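Inhibition or activation of alpha-galactosidase in human spleen homogenate is scored by 4-MU fluorescence after 40 min at 37C, pH 5.0, with 1 mM substrate. AC50s come from concentration-response fitted to the Hill equation.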
Starred values were filed as active, the others as inactive; ? = inconclusive; / = no result given; & = joins results of further samples; [ ] = remark or other dose. Unless noted, calls come from the whole dose curve; as a rule, active = well fitted curve in the direction sought with a large enough effect; inconclusive = small, poorly fitted or top-dose-only effect, or another doubt; inactive = no such curve, though single readings can be large; an effect the other way counts as inactive or inconclusive. Unless noted, % is set by controls: 0 for no effect and ±100 for the full control effect; potency is the fitted concentration of half-maximal effect. An excerpt. The share of hits here may be higher or lower than overall.

Compound	Tau fluor counter	TRb SRC2 PPI	TexasRed fluor	ALDH1A1 block	GLA spleen mod	Tau FP inhib	Tau fibril ThT	L3MBTL1 inh
OC[C@H]1O[C@@H](n2cnc3cc(Cl)c(Cl)cc32)[C@H](O)[C@H]1O	0%	-4%&-8%	-8%&0%	?	-4%&8%	-3%	0%	/
CN1CCc2cc3c(cc2[C@@H]1[C@@H]1OC(=O)c2c1ccc1c2OCO1)OCO3	/	-3%[53 µM]	-4%[53 µM]	7%[20.9 µM]	9%[29.1 µM]	/	/	/
CN(C)c1ccc(Cc2ccc(N(C)C)cc2)cc1	/	-6%[201 µM]	1%[201 µM]	?	8%	/	/	/
CC(C)(C#N)O[C@H]1OC(CO)C(O)C(O)C1O (stereo partly specified)	-2%	0%	-2%	5%	-2%	-1%	?	/
CC(c1ccc(F)cc1)n1cc(C(=O)NCc2ccc3c(c2)OCO3)nn1 (stereo unspecified)	4%	-10%	0%	1%	4%	4%	4%	4%
CN1C(=O)N(C)C(=O)C2(Cc3ccccc3N3CCCC32)C1=O (stereo unspecified)	-12%	-1%	-1%	/	-12%	-14%	?	-6%
CSc1cccc(NC(=O)C2CCN(C(=O)c3cnn(-c4ccccc4)c3-n3cccc3)CC2)c1	?	14%	-4%	/	/	-15%	-6%	/
COc1cc2c(cc1OC)C(C(=O)NC(C)C)C1CCCCN1C2=O (stereo unspecified)	-9%	2%	-1%	/	1%	-5%	-8%	-7%
CCCCNC(=O)Nc1ccc(C(O)(C(=O)OC)C(F)(F)F)cc1 (stereo unspecified)	-13%	-6%	-1%	5%	-8%	-3%	-8%	7%
C[C@]12CC[C@@H]3c4cc(O)c(O)cc4CC[C@H]3[C@@H]1CC[C@@H]2O	?	-3%	-3%	/	4%	-15%	?	/
COP(=O)(OC)c1nc(-c2cccc3ccccc23)oc1N1CCOCC1	3%	6%	0%	?	8%	3%	6%	0%
Cc1cccc([C@H](C)c2cnc[nH]2)c1C	-28%	4%	-3%	-7%	-14%	-7%	-22%	/
O=C(Nc1ccccc1OC(=O)N1CCOCC1)N1CCOCC1	7%	-6%	-1%	8%	1%	0%	1%	-25%[11.4 µM]
O=C(c1ccco1)c1cn(Cc2ccccc2Cl)c2ccccc12	?	1%	-1%	?	3%	-9%	-4%	/
CC[N+](CC)(CC)CCCCCCCCCC[N+](CC)(CC)CC	-5%	-5%	-3%	1%	6%	-2%	-17%	/

Later entries:
Compound	Tau fluor counter	TRb SRC2 PPI	TexasRed fluor	ALDH1A1 block	GLA spleen mod	Tau FP inhib	Tau fibril ThT	L3MBTL1 inh
O=C(O)c1cccc2nc3ccccc3nc12	5%	4%	-3%	?	-9%	3%	-13%	7%
COc1ccc(CCn2c(O)c(C=NCCCO)c(=O)[nH]c2=O)cc1OC	1%	-1%	-2%	-4%	-7%	-7%	6%	1%
CCOC(=O)c1c(C)n(Cc2ccco2)c2ccc(OC)cc12	-24%	1%	-2%	-8%	7%	-5%	?	4%
CCOC(=O)c1sc(/N=C/c2c(O)n(-c3cccc(C)c3)c(=O)[nH]c2=O)c(C#N)c1C	-14%	4%	0%	?	1%	-5%	?	4%
CCCCn1c(NS(=O)(=O)c2ccccc2)c(C(=O)OCC)c2nc3ccccc3nc21	-16%	-17%	?	?	-10%	-4%	-12%	4.5µM*
COC(=O)C12CC3=CC(CC3=O)Cc3ccccc3[C@@H]1CNC2=O (stereo partly specified)	-6%	8%	0%	-4%	-10%	-4%	-2%	/
CC(Oc1ccc(Br)cc1)C(=O)N(Cc1nc(-c2ccccc2)no1)C(C)C (stereo unspecified)	-17%	-15%	?	/	/	0%	-8%	/
CCCC1=C(C(=O)OCC)C2(C(=O)Nc3ccccc32)C(C#N)=C(N)O1 (stereo unspecified)	-2%	5%	2%	11µM*	2%	0%	5%	-6%
C[C@H](NC(=O)[C@@H](N)Cc1ccc(O)cc1)C(=O)N[C@@H](Cc1ccccc1)C(=O)NCC(=O)N[C@@H](Cc1ccc(O)cc1)C(=O)N1CCC[C@H]1C(=O)N[C@@H](CO)C(N)=O	-3%	8%	1%	-8%	-3%	-5%	-5%	/
CN(C)C(Cc1ccccc1)C(=O)c1ccc(-c2ccccc2)cc1 (stereo unspecified)	-14%	-15%	4%	?	-5%	4%	?	/
S=c1[nH]nc(-c2ccc3ccccc3n2)n1-c1ccc2c(c1)OCCO2	-23%	-6%	-10%	/	15%	2%	?	30%[activator]
CNC1(c2ccccc2Cl)CCCCC1=O (stereo unspecified)	-7%	5%	-2%	14%	-3%	-9%	-2%	/
Fc1cccc(F)c1-c1nc(-c2ccc(Cl)cc2)no1	-17%	8%	-3%	1%	0%	-7%	-15%	68%[activator]
CC/C(=N\Nc1ccccc1)c1c(O)[nH]c(=O)[nH]c1=O	-8%	3%	-1%	-1%	-11%	4%	-6%	4%
Nc1ccc(Sc2ccc(N)cc2)cc1	/	-3%[201 µM]	-1%[201 µM]	-8%	-3%	/	/	/

The results go on.
Compound	Tau fluor counter	TRb SRC2 PPI	TexasRed fluor	ALDH1A1 block	GLA spleen mod	Tau FP inhib	Tau fibril ThT	L3MBTL1 inh
CNCCc1nc(N)n[nH]1	-10%	-13%	0%	6%	-2%	-10%	-7%	/
CC1C(=O)OC2C1CC[C@@]1(C)C=CC(=O)[C@@]3(C)O[C@@]213 (stereo partly specified)	-5%	7%	0%	4%	3%	-3%	-8%	/
O=c1c2ccccc2nc(CNc2ccccc2)n1-c1ccccc1	-21%	-3%	-2%	/	12%	-8%	?	-13%
COCc1cc(C)c(C#N)c(=S)[nH]1	-5%	-9%	1%	?	-1%	-3%	-13%	0%
CCOC(=O)C1C(=O)N(C)C2(C)CC1c1ccccc1O2 (stereo unspecified)	-5%	4%	-3%	13%	-8%	-3%	-7%	4%
Cc1nn(CCc2n[nH]c(=S)n2-c2cccc(Cl)c2)c(C)c1[N+](=O)[O-]	-8%	-6%	1%	?	1%	-4%	-9%	/
CCOC(=O)N1CCC(NC(=O)CCc2nc(C3=CCN(C)CC3)no2)CC1	-3%	-2%	1%	9%	2%	-3%	-9%	-5%
O=C1CN=C(c2ccccc2Cl)c2cc(Cl)ccc2N1Cc1cccc(Cl)c1	-8%	-12%	-56%	/	/	-1%	-8%	/
CCCCCCn1c(N)c(C(=O)NCCN2CCOCC2)c2nc3ccccc3nc21	?	-4%	-1%	?	25%	7%	?	51%[activator]
CC(=O)OCC(=O)[C@@H]1CC[C@H]2[C@H]3CC[C@H]4C[C@@H](O)CC[C@]4(C)[C@@H]3C(=O)C[C@@]12C	/	1%[53 µM]	2%[53 µM]	-2%[20.9 µM]	5%[29.1 µM]	/	/	/
COc1cc(CN2CCN(C(=O)COc3ccccc3)CC2)cc(OC)c1OC	2%	-8%	-1%	?	1%	-1%	-1%	-3%
COc1ccc(C2C(C(=O)N3CCC4(CC3)OCCO4)CC(=O)N2c2ccc(OC)cc2)cc1 (stereo unspecified)	3%	-8%	-3%	-9%	-1%	12%	0%	-5%
Cc1ccccc1-c1cncnc1NCCc1cnc[nH]1	-7%	6%	0%	0%	1%	-10%	-4%	/
COP(N)(=O)SC (stereo unspecified)	-3%	1%[5.17e+03 µM]	-4%[5.17e+03 µM]	1%	0%	-8%	0%	/
COc1cccc(NP(=O)(Oc2ccccc2Cl)Oc2ccccc2Cl)c1	-24%	8%	-1%	13%	-2%	-2%	4%	12%
CC(C(=O)Nc1ccc(Br)cc1C(=O)c1ccccc1)N1CCCCC1 (stereo unspecified)	-7%	5%	4%	-7%	5%	-1%	-5%	0%
C=CCCl	/	9%	1%	6%	-4%	/	/	/

Molecules from the list above containing an NH in an aromatic ring, in the order listed:
Compound	Tau fluor counter	TRb SRC2 PPI	TexasRed fluor	ALDH1A1 block	GLA spleen mod	Tau FP inhib	Tau fibril ThT	L3MBTL1 inh
Cc1cccc([C@H](C)c2cnc[nH]2)c1C	-28%	4%	-3%	-7%	-14%	-7%	-22%	/
COc1ccc(CCn2c(O)c(C=NCCCO)c(=O)[nH]c2=O)cc1OC	1%	-1%	-2%	-4%	-7%	-7%	6%	1%
CCOC(=O)c1sc(/N=C/c2c(O)n(-c3cccc(C)c3)c(=O)[nH]c2=O)c(C#N)c1C	-14%	4%	0%	?	1%	-5%	?	4%
S=c1[nH]nc(-c2ccc3ccccc3n2)n1-c1ccc2c(c1)OCCO2	-23%	-6%	-10%	/	15%	2%	?	30%[activator]
CC/C(=N\Nc1ccccc1)c1c(O)[nH]c(=O)[nH]c1=O	-8%	3%	-1%	-1%	-11%	4%	-6%	4%
CNCCc1nc(N)n[nH]1	-10%	-13%	0%	6%	-2%	-10%	-7%	/
COCc1cc(C)c(C#N)c(=S)[nH]1	-5%	-9%	1%	?	-1%	-3%	-13%	0%
Cc1nn(CCc2n[nH]c(=S)n2-c2cccc(Cl)c2)c(C)c1[N+](=O)[O-]	-8%	-6%	1%	?	1%	-4%	-9%	/
Cc1ccccc1-c1cncnc1NCCc1cnc[nH]1	-7%	6%	0%	0%	1%	-10%	-4%	/
